# Assay outcomes (PubChem)
# D1 antagonist = human D1 dopamine receptor antagonism; 360,000 compounds, 3.2% hits; HEK293 TREx D1 cells, calcium flux, dopamine EC80; stronger effect = lower value; activity change, negative = inhibition, % at 10 µM; in the data active means activity change below about -30%; further: on the % scale 0 is the no-effect control and ±100 the full control effect
# Target sequence (P21728 whole entry, looked up): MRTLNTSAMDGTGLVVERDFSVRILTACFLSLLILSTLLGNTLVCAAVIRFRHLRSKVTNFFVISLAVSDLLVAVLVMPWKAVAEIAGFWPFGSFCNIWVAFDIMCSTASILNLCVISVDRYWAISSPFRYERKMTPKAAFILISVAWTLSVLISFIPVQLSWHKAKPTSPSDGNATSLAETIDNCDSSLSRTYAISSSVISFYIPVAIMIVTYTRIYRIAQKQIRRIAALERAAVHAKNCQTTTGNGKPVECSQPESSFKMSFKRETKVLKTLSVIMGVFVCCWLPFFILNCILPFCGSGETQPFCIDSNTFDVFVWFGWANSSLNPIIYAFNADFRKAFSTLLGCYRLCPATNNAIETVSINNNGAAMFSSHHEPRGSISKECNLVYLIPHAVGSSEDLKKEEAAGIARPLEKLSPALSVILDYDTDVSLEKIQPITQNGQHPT
#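 Cells carrying a force-coupled, tetracycline-inducible human D1 receptor report calcium flux. Each well gets a 10 s baseline, compound with 180 s monitoring, then an EC80 dopamine stimulus with a second 180 s kinetic read.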
# D1 agonist = agonists of human D1 dopamine receptor | HEK293 T-REx D1 cells, calcium flux, agonist mode | AID 504660 | 360,000 compounds, 1% hits | activation, % at 2 µM; in the data active means activation above about 30%; further: 0% is about no effect
#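 Agonism was scored from calcium flux recorded over 180 s (1 read/s) after pintool compound addition, following a 10-cycle baseline. Cells were inducible force-coupled HEK293 TREx D1, plated overnight at 30 C and loaded with no-wash calcium dye.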
# RXFP1 ag = agonists of human relaxin receptor RXFP1; HEK293T-RXFP1 cAMP TR-FRET, 30 min; response scale: percent of porcine relaxin response, buffer zero; Potency, µM (highest dose often 57.5 µM), without a hit: at the top dose activation, hits mostly activators; 370,000 compounds, 0.3% hits; AID 2676; active means well fitted activation curve with a large enough effect; inconclusive means small, poorly fitted or top-dose-only effect; further: potency means the concentration at half of the fitted maximal effect; on the % scale 0 is the no-effect control and ±100 the full control effect; nearly all actives have a fitted effect of over 60% in size; many of its hits are not listed in these tables
#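 HEK293 cells stably expressing RXFP1, treated 30 min at 37C with compounds plus PDE4 inhibitor Ro 20174; cAMP measured by HTRF TR-FRET. Normalized to buffer and 29 nM porcine relaxin; EC50 by Hill fit.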
# D2 antagonist = antagonists of human D2 dopamine receptor. HEK293 TREx D2 cells, calcium flux, dopamine EC80. inhibition, % at 10 µM. 340,000 compounds, 2% hits. AID 485344; in the data active means inhibition above about 30%; further: 0% is about no effect
#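 Antagonism is scored as inhibition of an EC80 dopamine-evoked calcium signal in a force-coupled, tetracycline-inducible HEK293 T-REx D2 line, with compound present 180 s before agonist.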
# RXFP1 antagonist = antagonists of human relaxin receptor RXFP1 | Q9HBX9 | HEK293-RXFP1, relaxin-stimulated cAMP HTRF, 30 min; stronger effect = lower value | activity change, negative = inhibition, % at 57.5 µM | 350,000 compounds, 0.59% hits;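 active means activity change of -60% or lower, but not beyond a set lower limit; inconclusive means change between -60% and -40%, or beyond the set limit; inactive means change above -40%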; further: on the % scale 0 is the no-effect control and ±100 the full control effect
# D2 ag = D2 dopamine receptor (human) agonism. P14416. HEK293 T-REx D2 cells, calcium flux agonist mode. activation, % at 2 µM. 340,000 compounds, 0.53% hits. AID 485358;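 active means activation over 3 SD above normal in the single-dose calcium agonist read, cut at about 30% in these data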; further: 0% is about no effect
#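 Agonism scored from kinetic calcium signal (1 read/sec, 180 s) following compound pin transfer, after a 10 s baseline. Cells: HEK293 Trex line expressing inducible D2 receptor coupled to calcium, dye-loaded after overnight culture at 30 C.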
# TRHR enhancer = allosterically enhances the human TRH receptor; P34981; AID 493056; TRHR cells, fluo-8 calcium fluorescence, EC20 TRH enhancement; 360,000 compounds, 0.66% hits; enhancement, % at 2 µM; in the data active means enhancement above about 30%; further: 0% is about no effect
# Target sequence (P34981 whole entry, looked up): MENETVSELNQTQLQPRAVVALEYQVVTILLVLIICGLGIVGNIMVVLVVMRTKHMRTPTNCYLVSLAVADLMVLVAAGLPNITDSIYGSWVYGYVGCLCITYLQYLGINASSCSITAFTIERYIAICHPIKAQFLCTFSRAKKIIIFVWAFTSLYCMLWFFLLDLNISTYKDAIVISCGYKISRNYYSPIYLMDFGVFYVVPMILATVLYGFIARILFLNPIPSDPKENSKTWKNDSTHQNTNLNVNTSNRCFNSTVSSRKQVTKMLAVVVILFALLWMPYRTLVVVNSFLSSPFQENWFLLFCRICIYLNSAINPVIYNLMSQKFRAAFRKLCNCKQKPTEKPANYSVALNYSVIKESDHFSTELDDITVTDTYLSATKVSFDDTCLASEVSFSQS
#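 TRHR-expressing cells loaded with fluo-8 calcium dye were read kinetically (ex 480/em 530) during compound addition, then stimulated with an EC20 of TRH (10 nM final). Enhancement of the Gq-mediated intracellular calcium response was scored.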
# D1 potentiator = human D1 dopamine receptor positive modulation | P21728 | 360,000 compounds, 0.036% hits | potentiation, % at 10 µM | HEK293 TREx D1 cells, calcium flux, dopamine EC20 potentiation | AID 504651; in the data active means potentiation above about 30%; further: 0% is about no effect
# D2 PAM = positively modulates the human D2 dopamine receptor allosterically | P14416 | HEK293 T-REx D2, calcium flux, EC20 dopamine potentiation | potentiation, % at 10 µM | 340,000 compounds, 0.34% hits | AID 485347;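 active means potentiation over 3 SD above the plate norm, cut at about 30% in these data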; further: 0% is about no effect
#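 Tetracycline-induced Hek293 Trex D2 cells, force-coupled to calcium, loaded with no-wash calcium dye. Compound added with 180 s kinetic read for agonism, then EC20 dopamine and a further 180 s read for potentiation.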
# An asterisk follows results filed as active; ? = inconclusive; / = not tested or not shown.
smiles	D1 antagonist	D1 agonist	RXFP1 ag	D2 antagonist	RXFP1 antagonist	D2 ag	TRHR enhancer	D1 potentiator	D2 PAM
Cc1cccc(NC(=O)CCS(=O)(=O)c2ccc3c(c2)oc(=O)n3C)c1	-9.2	0.9	-0.2%	-5.9	20.2	0.9	2.8	5.9	10.7
O=C(NS(=O)(=O)c1ccc2c(c1)OCCO2)c1ccccc1	-16.7	1.4	-0.1%	/	-9.7	/	-6.0	-4.5	/
NNC(=O)c1nc(-c2ccccc2)cc(-c2ccccc2)n1	1.6	-1.2	1.1%	-14.1	-8.8	-0.3	-0.7	-6.2	4.2
COC(=O)C1=C(C)N(Cc2ccccc2)C(=NCc2cc(OC)c(OC)c(OC)c2)N[C@H]1CCc1ccccc1	14.6	4.5	1.0%	/	/	/	12.0	0.3	/
CCOC(=O)c1c(C)nsc1NC(=O)C1CCCCC1	-7.1	-0.5	2.0%	-0.6	-15.7	0.2	-0.9	-7.2	4.7
COc1ccccc1N(C(=O)c1cncc(Br)c1)c1nc(-c2ccc(C)cc2)cs1	-23.5	6.9	3.4%	-21.8	3.5	-2.1	9.3	0.6	9.7
S=c1[nH]nc(CCc2nc3ccccc3[nH]2)n1-c1ccccc1	3.1	1.4	-0.1%	-1.6	6.9	-0.5	4.6	-1.2	-3.0
O=C(Nc1ccc(-c2csc(Nc3cccc(C(F)(F)F)c3)n2)cc1)c1cccc(C(F)(F)F)c1	20.7	-0.3	5.8%	-18.8	/	-0.3	-10.7	-3.8	-12.4
Cc1csc(SC(C)C(=O)Nc2ccc(Cl)cn2)n1 (stereo not drawn)	2.6	1.6	1.8%	43.2*	0.4	-1.3	-3.8	-0.3	-17.1
COc1ccc(OC)c(/C=N/NC(=O)C(O)c2ccccc2)c1 (stereo not drawn)	0.2	1.6	3.2%	-6.1	-8.5	0.4	2.5	-0.8	-7.1
COc1ccc(C2CC3(CC(C)(C)NC(SC)=N3)Oc3cc(O)cc(C)c32)cc1 (stereo not drawn)	72.5	262.7*	-1.3%	2.8	-7.9	-0.3	7.2	2.8	12.6
CN(CC(=O)Nc1cccc(F)c1)C(=O)c1ccccc1CCc1ccccc1	-2.8	3.9	2.4%	-3.5	-16.8	0.7	-6.6	10.8	-11.0
CCCCN(C(=O)c1ccccc1Br)C1CCS(=O)(=O)C1 (stereo not drawn)	1.5	2.0	-1.2%	/	-6.8	/	10.3	6.3	/
CCn1cc2nc(SCC(=O)Nc3ccccc3F)n(Cc3ccc(C)cc3)c(=O)c2n1	-1.1	6.8	-0.6%	/	/	-0.2	0.8	-1.4	-0.6
O=C(CNC(=O)c1ccc(Br)o1)NCc1ccc(Cl)cc1Cl	0.0	0.4	1.4%	24.9	4.1	1.3	3.7	-4.7	-5.9
COc1ccc(-c2csc(-c3c(N)c(C(=O)c4ccccc4)n4ccccc34)n2)cc1OC	-16.1	0.6	-0.5%	/	-9.4	0.2	2.5	-1.9	10.5
CCC(Sc1ccc2nnc(-c3cccnc3)n2n1)C(=O)OC (stereo not drawn)	-25.9	-0.5	14.1µM*	1.6	22.4	0.5	3.0	2.4	2.6
COc1ccc(N2C(=O)CSC23C(=O)Nc2ccccc23)cc1 (stereo not drawn)	10.6	9.5	-0.5%	-3.3	-0.9	0.0	5.4	-1.1	-8.3
FC(F)(F)c1cc(-c2ccco2)nc(NCc2cccs2)n1	8.3	4.8	4.4%	8.9	-25.1	0.9	-6.3	-3.4	-15.8
O=C(Nc1ccc2ccccc2c1)c1ccccc1O	-33.7*	21.5	5.2%	-0.1	-0.7	5.2	-16.4	-3.0	-0.5
CCOc1ccccc1CNC(=O)c1ccc(Cn2c(=O)c3cccn3c3cccnc32)cc1	5.4	1.0	11.1%	/	1.7	0.5	-4.8	0.1	2.7
COC(=O)C(Cc1ccc(O)cc1)NC(=O)C(C)Oc1ccccc1 (stereo not drawn)	8.1	4.2	-1.1%	6.9	0.0	0.6	-5.4	1.1	-2.3
CC[N+](C)(C)CCN(Cc1ccc(Cl)cc1)c1ccccn1	-18.6	-0.8	0.5%	0.3	-1.9	-0.1	-7.8	-2.1	-6.0
Cc1cc(S(=O)(=O)Nc2ccc3oc4c(c3c2)CCCC4)ccc1Cl	-12.3	7.0	5.0%	/	?	-1.8	3.4	1.9	5.0
Cc1ccc(-c2nnc(NC3CCCCC3)c3ccccc23)cc1S(=O)(=O)N1CCN(C)CC1	15.2	1.1	0.8%	-2.4	12.9	-0.2	-3.3	-4.6	-7.4
CC1C(=O)CC(c2ccccc2)N(C)C1c1ccccc1 (stereo not drawn)	-15.3	1.7	0.6%	-21.3	/	-0.7	-11.1	/	-20.0
CC1CN(CC(O)COc2ccc(C#N)cc2)CCN1CC(O)COc1ccc(C#N)cc1 (stereo not drawn)	2.2	7.9	0.6%	6.7	2.9	0.7	-6.0	-12.0	-11.2
O=C(NC1CC(=O)N(c2ccccc2)C1)c1ccc(S(=O)(=O)N2CCOCC2)cc1 (stereo not drawn)	/	0.8	0.2%	/	-0.1	1.5	-5.5	-1.6	9.9
CCOc1ccc(N(CC(=O)NCCSc2ccccn2)S(C)(=O)=O)cc1	7.2	1.3	2.3%	-8.3	-10.0	-0.6	13.5	-2.4	11.3
Cn1c(NC(=O)c2ccc(Cl)cc2)c(-c2ccccn2)c(=O)c2ccccc21	-2.2	0.1	5.5%	/	-13.9	/	-5.1	-7.1	/
O=C(Nc1ccc(F)cc1)Nc1ccc(NC(=O)c2ccccc2O)cc1	-5.7	2.2	-4.8%	7.4	-20.3	0.8	-12.0	-7.9	-6.4
COc1ccc(OC)c(S(=O)(=O)Nc2cc(C)on2)c1	2.0	-0.3	-0.5%	-2.0	-3.4	0.8	20.9	0.1	-0.2
CCCCCCn1c(C(C)NC(=O)c2ccco2)nc2ccccc21 (stereo not drawn)	-18.8	2.5	3.0%	24.5	-5.7	-0.5	-3.5	-6.5	-1.9
COc1ccc(NC(=O)CSc2nc3[nH]ncc3c(=O)n2-c2ccccc2OC)cc1OC	7.2	0.7	0.6%	/	/	/	-4.1	-7.6	/
CCCCn1c(N)c(N(CCOC)C(=O)c2ccc(N3CCCC3=O)cc2)c(=O)[nH]c1=O	-1.5	4.5	-4.0%	-0.9	0.1	0.5	2.6	1.2	13.1
CC(=O)N1N=C(c2ccc3ccccc3c2)OC1(C)C	-2.1	0.7	1.6%	-10.9	/	-0.5	-0.5	-4.6	-6.9
Nc1ccc2nc(SCc3cccc(F)c3)sc2c1	-3.8	-0.5	0.0%	-15.5	7.7	0.2	7.7	-1.8	12.9
COc1ccccc1NC(=S)NCCC(c1ccccc1)c1ccccc1	-5.2	6.5	-0.7%	9.6	-1.8	-0.8	-7.7	-8.1	-6.4
COc1ccc(-n2c(N)c(C(=O)NCc3ccco3)sc2=S)cc1	-1.1	-0.4	-1.8%	0.5	-1.5	0.3	-1.4	-4.5	-2.6
CCCn1c(SCC(=O)Nc2ccccc2Oc2ccccc2)n[nH]c1=O	-9.6	6.6	0.3%	13.1	2.8	-0.3	4.9	4.0	22.7
CCC(=O)c1c[nH]c(C(=O)NCc2cccs2)c1	5.5	0.6	0.0%	2.2	11.0	1.1	1.0	-2.2	5.7
Cc1cc(C)c(C)c(S(=O)(=O)N2CCC(C(=O)Nc3ccc(S(=O)(=O)N4CCOCC4)cc3)CC2)c1C	-0.3	7.5	-0.5%	-1.2	-2.0	1.3	-10.3	-7.2	-2.5
CCN(CC)CCCNC(=O)c1cn(C)c2ccc(S(=O)(=O)N(C)C)cc2c1=O	18.4	1.7	1.5%	4.6	-23.2	0.7	-9.1	-5.0	1.7
Cc1ccc([N+](=O)[O-])cc1NC(=O)c1c(-c2ccccc2)noc1C	10.0	-0.7	0.8%	3.9	-1.5	1.0	-11.9	-7.3	5.1
Clc1ccccc1N1CCN(c2ncnc3nc[nH]c23)CC1	9.5	-3.0	3.4%	-25.9	/	0.3	4.2	3.0	5.4
CC(C)COC(=O)/C(C#N)=C/c1c[nH]c2ccccc12	-6.9	3.5	-0.3%	-0.4	/	0.4	4.4	-5.8	-10.9
O=C1[C@H]2[C@H](ON3CCCC[C@H]23)C(=O)N1c1cccc(C(F)(F)F)c1	-17.0	0.8	3.9%	2.9	3.4	0.3	-5.9	-3.2	2.6
Cc1cc(C)c(S(=O)(=O)NCCc2cc3ccc(C)cc3[nH]c2=O)c(C)c1	0.2	-1.1	1.7%	/	/	-2.2	3.4	-5.7	-2.3
CCOC(=O)C1(O)CC(C)=NN1C(=O)c1cccc(Cl)c1 (stereo not drawn)	6.3	4.3	-1.6%	11.4	15.8	-1.6	2.8	-4.0	-9.4
CN(C)c1cccc(C(=O)OCC(=O)NC2CCCC2)c1	-5.5	2.5	1.1%	8.2	-3.1	-0.1	-2.5	-0.8	6.3
CCN1/C(=C2/SC(=S)NC2=O)Sc2ccccc21	16.3	3.3	1.4%	-0.5	-1.9	-1.7	1.4	-5.5	-1.0
COc1ccc(N2C(=O)CC(Sc3nc(C)cc(C)n3)C2=O)cc1OC (stereo not drawn)	-2.3	2.0	13.0%	-6.9	3.3	1.7	-4.5	3.4	6.0
CCn1ccc(C(=O)Nc2sc3c(c2C(=O)OC)CCC3)n1	-11.4	0.7	-1.1%	15.8	-5.9	-0.4	2.1	2.7	-3.3
O=c1c2c(nc3cc(-c4ccc(Br)cc4)[nH]n13)CCCC2	-11.7	4.8	0.5%	54.1*	-12.3	10.5	2.1	1.9	-27.3
COc1ccc(CC(C)N2CCN(c3cccc(C(F)(F)F)c3)CC2)cc1OC (stereo not drawn)	-5.9	1.4	0.6%	74.3*	-1.9	1.2	16.5	-2.0	-16.3

# A draw from above in order of molar mass, largest number first:
smiles	D1 antagonist	D1 agonist	RXFP1 ag	D2 antagonist	RXFP1 antagonist	D2 ag	TRHR enhancer	D1 potentiator	D2 PAM
COc1ccccc1N(C(=O)c1cncc(Br)c1)c1nc(-c2ccc(C)cc2)cs1	-23.5	6.9	3.4%	-21.8	3.5	-2.1	9.3	0.6	9.7
O=C(CNC(=O)c1ccc(Br)o1)NCc1ccc(Cl)cc1Cl	0.0	0.4	1.4%	24.9	4.1	1.3	3.7	-4.7	-5.9
O=C1[C@H]2[C@H](ON3CCCC[C@H]23)C(=O)N1c1cccc(C(F)(F)F)c1	-17.0	0.8	3.9%	2.9	3.4	0.3	-5.9	-3.2	2.6

# This is a subset. The share of hits here may be higher or lower than overall.
